# From PubChem
# KCNQ2 block: KCNQ2 channel blockers in CHO-K1 cells – cell-based, FluxOR thallium flux, B-score, primary screen (AID 2156); O88943; 20 min; stronger effect = lower value; B-score at 10 µM; hit rate 1.1% among 310,000;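 active means fluorescence ratio B-score at most minus 3 library SDs, with starting brightness B-score within 2 library SDs, cut at about -5.5 in these data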
# CHT block: inhibitors of human choline transporter CHT; B-score at 10 µM; hit rate 0.86% among 310,000; CHT-expressing cells, membrane potential dye, choline response; stronger effect = lower value; Q9GZV3;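 active means B-score over 3 SD under the library average, and starting fluorescence ratio not unusually high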;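 further: choline stimulus applied at its EC90 after an EC20 pre-addition; B-score computed on integrated fluorescence ratio after choline addition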
# Target sequence (Q9GZV3 whole entry, looked up): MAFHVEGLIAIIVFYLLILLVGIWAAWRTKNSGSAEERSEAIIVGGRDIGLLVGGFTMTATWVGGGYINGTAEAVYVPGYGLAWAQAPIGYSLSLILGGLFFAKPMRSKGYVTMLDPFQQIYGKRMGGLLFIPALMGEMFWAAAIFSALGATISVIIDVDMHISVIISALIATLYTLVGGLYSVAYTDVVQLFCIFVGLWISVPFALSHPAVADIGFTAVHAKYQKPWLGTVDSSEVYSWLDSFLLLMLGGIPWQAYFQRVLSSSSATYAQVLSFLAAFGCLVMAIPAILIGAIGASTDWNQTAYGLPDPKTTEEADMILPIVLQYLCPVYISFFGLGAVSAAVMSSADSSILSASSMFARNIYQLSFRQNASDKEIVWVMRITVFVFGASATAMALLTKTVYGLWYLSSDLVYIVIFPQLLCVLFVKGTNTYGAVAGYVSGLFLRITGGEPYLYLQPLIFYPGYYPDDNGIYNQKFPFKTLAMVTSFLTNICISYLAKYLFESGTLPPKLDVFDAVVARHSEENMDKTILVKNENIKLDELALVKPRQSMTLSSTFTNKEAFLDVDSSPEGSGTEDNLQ
# * marks the source's active call; other numbers are inactive results; i = inactive; · = no result given.
item	SMILES	KCNQ2 block	CHT block
1	CCNC(=O)CN1C(=O)NC(CCc2ccccc2)C1=O (stereo unspecified)	i	i
2	O=C1NC(=O)C(c2ccc(Cl)cc2)N1 (stereo unspecified)	i	i
3	CC(C)OCCCn1c(=NC(=O)c2ccncc2)c(C#N)cc2c(=O)n3ccccc3nc21	i	i
4	CCCC(=O)Nc1cccc(Oc2nc(C)cc(C)c2C#N)c1	i	i
5	O=C(CN1C(=O)NC(Cc2ccccc2)C1=O)Nc1ccc(OC(F)F)cc1 (stereo unspecified)	i	i
6	Cn1c(SCC(=O)N/N=C/C=C/c2ccccc2[N+](=O)[O-])nc2ccccc21	i	i
7	O=C(CSCc1ccccc1Br)NNC(=S)NCc1ccco1	i	i
8	CCCCCCC(=O)N/N=C/c1ccc(Br)cc1	i	i
9	COc1ccccc1CNC(=O)c1cccc(C)c1[N+](=O)[O-]	i	i
10	COC(=O)c1ccccc1NC(=O)CSc1nnnn1CC(=O)O	i	i
11	O=C(Nc1cc2c(cc1Br)OCCCO2)c1cccnc1	i	i
12	O=C(COC(=O)CCS(=O)(=O)c1ccc(Cl)cc1)NCCc1ccccc1	i	i
13	CSC(=NC#N)N1CCN(C(=NC#N)SC)CC1	i	i
14	COc1ccc(Cn2c(O)c(C=Nc3ccccc3)c3ccccc3c2=O)cc1	i	i
15	CCc1cc(C(c2ccccn2)N2CCN(C)CC2)c(NC(=O)c2ccccc2)s1 (stereo unspecified)	i	i
16	COc1cc(C2N(c3ccccc3)CCN2c2ccccc2)ccc1OC(C)=O	i	i
17	CN1C(=O)/C(=C/c2ccc(O)c([N+](=O)[O-])c2)N(C)C1=S	i	i
18	C=CCNC(=O)CN(CCc1ccccc1)S(=O)(=O)c1ccccc1	i	i
19	COc1cccc(CN2CCN(C3CCN(c4ccccc4F)CC3)CC2CCO)c1 (stereo unspecified)	i	i
20	O=C(COc1ccccc1)c1cn(CC(=O)N2CCOCC2)c2ccccc12	i	i

# Screen by screen, quoted from above.
# Nos. 11–20 in CHT block, in turn: i, i, i, i, i, i, i, i, i, i

# Complete entries as entered above. Order of screens: KCNQ2 block, CHT block
# O=C(COC(=O)CCS(=O)(=O)c1ccc(Cl)cc1)NCCc1ccccc1 in the list: i, i
# COc1cccc(CN2CCN(C3CCN(c4ccccc4F)CC3)CC2CCO)c1 (stereo unspecified) in the list: i, i
# COc1ccc(Cn2c(O)c(C=Nc3ccccc3)c3ccccc3c2=O)cc1 in the list: i, i
# COc1cc(C2N(c3ccccc3)CCN2c2ccccc2)ccc1OC(C)=O in the list: i, i
# CCc1cc(C(c2ccccn2)N2CCN(C)CC2)c(NC(=O)c2ccccc2)s1 (stereo unspecified) in the list: i, i

# Continuation:
item	SMILES	KCNQ2 block	CHT block
21	O=C(CCn1nc(-c2ccccc2)c2ccccc2c1=O)N1CCN(c2ccccc2)CC1	i	i
22	Cc1ccc(-c2nnc(SCC(=O)CC(=O)Nc3ccccc3)n2C)cc1	i	i
23	CC1CN(C(=O)c2ccccc2C(=O)c2ncc[nH]2)CC(C)O1 (stereo unspecified)	i	i
24	COc1ccccc1-c1ccc2nnc(SCC(=O)N3CCCC3)n2n1	i	i
25	O=C1NCCN1C(=O)c1ccco1	i	i
26	Cc1ccccc1CSCCNC(=O)c1ccc(N(C)S(=O)(=O)c2ccccc2)cc1	i	i
27	O=C1c2oc3ccc(Cl)cc3c(=O)c2C(c2ccccn2)N1CCCN1CCOCC1 (stereo unspecified)	i	i
28	CCOc1ccccc1NC(=O)CSc1nccn1-c1ccccc1	i	i
29	Cc1ccc(S(=O)(=O)Cc2ccc(C(=O)NCCc3ccccc3)o2)cc1	i	i
30	CCOc1ccc(NC(=O)CN2C(=O)COc3ccc(S(=O)(=O)N4CCCC4)cc32)cc1	i	i
31	CC(C)(C)c1ccc(/C=N/N2CCN(c3ccccn3)CC2)cc1	i	i
32	Cc1cc(N2CCN(Cc3cn(C)nc3-c3cccc(Cl)c3)CC2)cc(C)n1	i	i
33	Cc1nc(CNS(=O)(=O)c2ccc(Oc3ccccc3)cc2)cs1	i	i
34	Cc1ccc2nc(-c3ccccn3)cc(C(=O)NCCc3ccc(F)cc3)c2c1	i	i
35	COc1ccccc1N1CCN(C(=O)c2coc(=O)c(Br)c2)CC1	i	i
36	CCSc1nnc(NC(=O)Cc2ccc(OC)c(OC)c2)s1	i	i
37	CCCc1nnc(SCC(=O)NC2CC2)n1CC	i	i
38	O=S(=O)(c1ccc(Cl)cc1)N1CCC(O)(c2cccnc2)CC1	i	i
39	CN1CCN(C(=O)c2ccccc2-c2nc(-c3ccccc3)no2)CC1	i	i
40	CCC(C)c1ccc(NC(=O)CSc2nncn2N)cc1 (stereo unspecified)	i	i
41	CC1CCc2sc(C(=O)N=Nc3c(O)[nH]c4ccccc34)cc2C1 (stereo unspecified)	i	i
42	COc1cc(/C=C(\C#N)C(=O)NC2CCCCC2C)ccc1OS(=O)(=O)c1ccc(C)cc1 (stereo unspecified)	i	i
43	Cc1ccc(NC2c3ncccc3C(=O)N2c2ccccc2C)cc1C (stereo unspecified)	i	i
44	C#CCN(C(=O)c1ccc(OC2CCN(C(=O)CCOC)CC2)cc1)C1CCCCC1	i	i
45	CC(C)CNc1oc(-c2ccco2)nc1C#N	i	i
46	CCOC(=O)N1CCN(C(=O)c2ccc(Cl)c(S(=O)(=O)N3CCOCC3)c2)CC1	i	i
47	CC(=O)c1cc(CCC(=O)NC2CCCCCC2)oc1C	i	i
48	CC(C)c1ccc(N2C(=NC(=O)C3CC3)SC3CS(=O)(=O)CC32)cc1 (stereo unspecified)	i	i
49	CC/C(=N\NC(=S)Nc1ccc(OC)cc1)c1ccc(OC(F)F)cc1	i	i
50	COc1ccccc1C(c1nnnn1C(C)(C)C)N1CCN(Cc2ccccc2)CC1 (stereo unspecified)	i	i
51	N#Cc1nc(COc2ccccc2)oc1N1CCN(c2cccc(Cl)c2)CC1	-5.9*	i
52	CC(C)(C)N(NC(=O)Nc1ccccc1)C(=O)c1ccccc1Cl	i	i
53	Cc1nc2ccccc2c2oc(C(=O)Nc3ccc4c(c3)OCCO4)cc12	i	i
54	O=C1NCCN1CCNS(=O)(=O)c1cc(C(F)(F)F)cc(C(F)(F)F)c1	i	i
55	N=c1c(S(=O)(=O)c2ccc(Br)cc2)cc2c(=O)n3ccccc3nc2n1C1CCCCC1	i	i
56	O=C(CCC(=O)N(CC(=O)NC1CCCC1)Cc1ccc2c(c1)OCO2)Nc1ccccn1	i	i
57	O=C(/C=C/c1ccc(S(=O)(=O)NCc2ccco2)cc1)N1CCN(c2ccccc2)CC1	i	i
58	Cc1cc(N2CCOCC2)nc2ccc(NC(=O)C3CCC(C)CC3)cc12 (stereo unspecified)	i	i
59	COc1ccc(C(=O)Nc2ccc(S(=O)(=O)N3CCOCC3)cc2)cc1OC	i	i
60	CCOc1cc(C(=S)N2CCCC2)ccc1OCc1ccccc1	i	i
61	O=C(NNS(=O)(=O)c1ccccc1)c1sccc1-n1cccc1	i	i
62	O=C(NCc1ccc(Cl)cc1)C1CCN(S(=O)(=O)N2CCOCC2)CC1	i	i
63	N#Cc1nc(Cc2cccc3ccccc23)oc1N1CCOCC1	i	-5.3*
64	COc1ccc(-c2csc(Nc3ccccc3)[n+]2Cc2ccccc2)cc1	i	i
65	O=C(CN(C(=O)C1CSC(=O)C1)c1cccc(F)c1)NC1CCCC1 (stereo unspecified)	i	i
66	COc1ccccc1C1=NOC(COC(=O)c2ccc(Br)cc2)C1 (stereo unspecified)	i	i
67	C#CCOCCOCCOCCNc1nc(N2CCN(C(=O)CCCCCCCCCCNC(=O)[C@H](CCCCN)n3cc(CCO)nn3)CC2)nc(N2CCN(C(=O)CCCCCCCCCCNC(=O)[C@H](CCCN=C(N)N)n3cc(C[C@@H](C)CC)nn3)CC2)n1	·	i
68	C=CCc1ccccc1OCC(=O)N/N=C/c1ccccc1OCC	i	i
69	Cc1ccc(N2C(S)=C(C#N)C(=O)NC23CCCCC3)cc1	i	i
70	Cc1ccc(N(Cc2ccc(C(=O)NCC3CCCO3)cc2)S(C)(=O)=O)cc1C (stereo unspecified)	i	i

# Going on with the list:
item	SMILES	KCNQ2 block	CHT block
71	O=C(Nc1cccc(Cl)c1Cl)c1snnc1-c1ccccc1	i	i
72	O=C(COC(=O)COc1cccc(C(F)(F)F)c1)NC(=O)NC1CCCCC1	i	i
73	O=C(CCCNS(=O)(=O)c1cccc2nsnc12)NC1CCCCC1	i	i
74	C/C(=C\c1ccccc1)C1NC(=O)c2c(sc3c2CCCC3)N1 (stereo unspecified)	i	i
75	O=C(O)C1CCCCC1C(=O)Nc1ccc(S(=O)(=O)N2CCCCC2)cc1 (stereo unspecified)	i	i
76	CCCC(=O)Nc1nnc(S(=O)(=O)N2CCCC2)s1	i	i
77	CCOc1cccc(NC(=O)CSc2nncn2N)c1	i	i
78	CC1CCN(c2nc3c(c(=O)[nH]c(=O)n3C)n2Cc2ccccc2)CC1	i	i
79	COc1ccc2c(c1)CCN1C2CCN2C(=O)CCC21 (stereo unspecified)	i	i
80	COCCn1c(SCC(=O)N2CCCCC2)nc2c(c1=O)SC(C)C2 (stereo unspecified)	i	i
81	CN(C)S(=O)(=O)c1ccc(N=Cc2c(C(F)(F)F)[nH][nH]c2=O)cc1	i	i
82	CCOC(=O)C1=NNC(C(=O)c2ccc(C)cc2)C1c1ccc(OC)cc1 (stereo unspecified)	i	i
83	O=C1CC(N2CCN(S(=O)(=O)c3ccccc3)CC2)C(=O)N1c1ccccc1 (stereo unspecified)	i	i
84	CC(C)NC(=O)c1n[nH]c(=O)c2ccccc12	i	i
85	Cc1cc(C(C)(C)C)ccc1NC(=O)CC(C)(C)CC(=O)O	i	i
86	Cc1cc(C)c(NC(=O)COc2nc3ccccc3nc2C)c(C)c1	i	i
87	O=C(CC12CC3CC(CC(C3)C1)C2)NCc1ccc(F)cc1	i	i
88	Cc1cccc(C)c1OCCCCCNCCO	i	i
89	O=C/C(=C\Nc1ccc(Br)cc1)c1nc2ccccc2o1	i	i
90	CCOC(=O)/C(C#N)=C1\SS/C(=C(/C#N)C(=O)OCC)S1	i	-5.5*
91	O=C(Nc1ccccc1O)c1csc2c1CCCC2	i	i
92	COc1ccc(C(CNC(=O)CNS(=O)(=O)c2ccc(NC(C)=O)cc2)N2CCOCC2)cc1 (stereo unspecified)	i	i
93	O=C(NCC(=O)N1CCN(c2ccccc2)CC1)c1ccccc1	i	i
94	CC(C)(C)n1nnnc1C(c1ccc(C(F)(F)F)cc1)N(Cc1ccccc1)Cc1ccco1 (stereo unspecified)	-11*	i
95	Cc1cccc(NC(=O)Cn2cnc3ccc(S(=O)(=O)N4CCC(C)CC4)cc3c2=O)n1	i	i
96	O=C(OC(C(=O)NCC1CCCO1)c1ccc(F)cc1)c1ccco1 (stereo unspecified)	i	i
97	Brc1ccccc1Cn1c(-c2cncs2)nc2ccccc21	i	i
98	Cc1cc(OCc2cc(C(=O)NC(C)c3c(C)nn(C)c3C)no2)cc(C)c1Cl (stereo unspecified)	i	i
99	CCNc1ccc(S(=O)(=O)N(C)C)cc1NCC(=O)Nc1ccccc1F	i	i
100	CC(C)n1cnc2cc(NCc3ccccn3)ccc21	i	i
101	CCOC(=O)c1c(/N=C/c2cccc([N+](=O)[O-])c2O)sc2c1CCC2	i	i
102	Fc1ccc(-[n+]2nc(Nc3ccccc3)sc2-c2cccc(Cl)c2Cl)cc1	i	i
103	CC(c1cccs1)N(C(=O)Nc1ccccc1)C1CCCCC1 (stereo unspecified)	-5.9*	i
104	CCOC(=O)CC1(NC(=O)c2cc(COc3cncc(Cl)c3)on2)CCCCC1	i	i
105	O=C(CCCN=C1NS(=O)(=O)c2ccccc21)OCC(=O)c1ccc(F)cc1	i	i
106	CC(C)(C)OC(=O)NCC(=O)Oc1cc2oc(=O)cc(-c3ccccc3)c2cc1Cl	i	i
107	COc1ccc(NC(=O)COC(=O)/C=C/c2ccc(OC)c(S(=O)(=O)N3CCOCC3)c2)cc1	i	i
108	Cc1cccc(-c2nc(Nc3ccc(O)cc3)c3ccccc3n2)c1	i	i
109	CC1SC(=NC(=O)c2ccncc2)NC1=O (stereo unspecified)	i	i
110	Cc1cc(C)cc(-n2c(C)cc(/C=N/NC(=O)c3cccc([N+](=O)[O-])c3C)c2C)c1	i	i
111	CCOC(=O)C1=C(CNCCOc2ccc(OC)cc2)NC(=O)NC1c1ccc2c(c1)OCO2 (stereo unspecified)	i	i
112	CC(=O)Oc1ccc(C(=O)Nc2cccc(C(=O)NC(C)(C)C)c2)cc1	i	i
113	N/C(=N\c1nc2ccccc2o1)NC(=O)c1ccccc1	i	i
114	Cc1cc(Cl)ccc1OCCCC(=O)NCc1ccccn1	i	i
115	Cc1nc2ccccc2c2ncccc12	i	i
116	CCCc1ccc(NC(=O)C2CCCN(c3cnccn3)C2)cc1 (stereo unspecified)	i	i
117	COc1cccc(C2=NCCc3cc4c(cc32)OCO4)c1OC	i	i
118	CCn1c(CC(=O)Nc2ccc(Cl)cc2)nnc1SCC(=O)N1CCOCC1	i	i
119	Cc1sc2nc3n(c(=O)c2c1C)CCCS3	i	i
120	CCOP(=O)(O)c1ccccc1OCCOc1ccccc1P(=O)(O)OCC	i	i

# (continued)
item	SMILES	KCNQ2 block	CHT block
121	COc1ccc(CC(=O)NCc2ccccc2Cl)cc1S(=O)(=O)N1CCOCC1	i	i
122	CN(C)/C=N/c1sc2c(c1C#N)CCCCC2	i	i
123	COc1ccc(-c2cc3ccccc3oc2=O)cc1	i	i
124	COc1ccc(N2CCN(C(=S)NC(C)c3ccccc3)CC2)cc1 (stereo unspecified)	i	i
125	CCC(=O)Nc1ccc(S(=O)(=O)NCCc2ccccc2)cc1	i	i
126	CCCCCC(NC(=O)C1CCN(C(=O)[C@@H](NS(=O)(=O)c2ccc(C)cc2)C(C)C)CC1)C(=O)O (stereo partly specified)	i	i
